High-throughput results (PubChem BioAssay)
Ba/F3 V617F tox: loss of viability in JAK2V617F-driven Ba/F3 cells; 1.1% of 220,000 active; Ba/F3 EpoR-JAK2V617F viability, ATP luminescence; AID 1446; inhibition, % at 5.6 µM;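 active = inhibition above the campaign mean plus 3 SD over all tested compounds, cut at about 24% in these data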;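 also: cytokine-independent growth of Ba/F3 cells driven by EpoR plus mutant JAK2; 0% = DMSO-treated cells and 100% = JAK inhibitor I control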
PPC-1+TRAIL kill: kills PPC-1 cancer cells in the presence of TRAIL; AID 1443; cell killing (% activity), % at 4 µM; PPC-1 cells + TRAIL, ATPLite viability luminescence; 0.41% of 220,000 active;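 active = cell killing above 50% in the first pass at 4 µM, then a duplicate retest at 5 µM averaging 50% or more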;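 also: plate controls were cells with TRAIL plus DMSO for no effect and medium-only wells lacking cells for full effect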
RBBP9 inhibitor: inhibitors of human serine hydrolase RBBP9; O75884; AID 1515; inhibition, % at 7.94 µM; 0.2% of 220,000 active; recombinant RBBP9, FP-Rh probe fluorescence polarization;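 active = inhibition above the campaign mean of all tested compounds plus 3 SD, cut at about 14% in these data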;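 also: plate controls were DMSO wells with RBBP9 for no effect and wells lacking RBBP9 protein for full effect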
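Controls: DMSO-treated enzyme wells and wells lacking RBBP9 | Material: RBBP9 protein | Technique: Fluorescence polarization | Replication: Single well per compound, no replicates | Buffer or medium: Tris-NaCl-Pluronic buffer, pH 8.0 | Timing: 30 min compound preincubation, 45 min probe labeling, 25 °C | Read-out basis: Percent inhibition from mP, scaled between DMSO and no-protein wells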
Furin inh: human furin inhibition; purified furin, fluorogenic substrate cleavage; inhibition, % at 30 µM; P09958; 0.061% of 220,000 active; in the data active = inhibition above about 25%; also: inactives centre near -15
Target sequence (P09958 108-714 limits assumed): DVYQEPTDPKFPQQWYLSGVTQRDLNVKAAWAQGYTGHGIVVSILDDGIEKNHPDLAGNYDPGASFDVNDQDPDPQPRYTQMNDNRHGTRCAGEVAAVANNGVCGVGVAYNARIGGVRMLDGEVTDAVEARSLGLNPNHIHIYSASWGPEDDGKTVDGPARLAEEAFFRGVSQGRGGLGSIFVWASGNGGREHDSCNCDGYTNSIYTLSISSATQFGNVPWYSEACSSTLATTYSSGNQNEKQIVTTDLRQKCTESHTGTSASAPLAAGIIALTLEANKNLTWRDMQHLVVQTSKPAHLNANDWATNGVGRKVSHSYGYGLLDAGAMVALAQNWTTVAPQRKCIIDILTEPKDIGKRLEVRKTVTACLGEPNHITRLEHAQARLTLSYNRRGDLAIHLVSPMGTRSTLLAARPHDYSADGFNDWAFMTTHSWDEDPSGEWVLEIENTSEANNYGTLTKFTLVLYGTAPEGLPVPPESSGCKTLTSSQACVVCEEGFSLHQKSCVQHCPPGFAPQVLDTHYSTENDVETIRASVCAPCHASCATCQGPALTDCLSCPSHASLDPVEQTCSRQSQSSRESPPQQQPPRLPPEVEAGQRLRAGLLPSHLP
p97 ATPase inh: inhibitors of human p97 ATPase; P55072; recombinant p97 ATPase, Kinase-Glo ATP luminescence, 3 h; inhibition, % at 8 µM; 0.42% of 220,000 active; AID 1481; in the data active = inhibition above about 15%;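 also: 0% = DMSO vehicle and 100% = wells lacking enzyme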
EP2 antag: EP2 receptor (human) inhibition. P43116. C6 glioma cells expressing human EP2, cAMP TR-FRET; cells stimulated with saturating PGE2. inhibition, % at 25 µM. 0.52% of 260,000 active;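 active = percent inhibition above 40 after rounding to a whole number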;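 also: rat C6 glioma host cells with rolipram phosphodiesterase inhibitor present; the protocol text gives 20 µM as final concentration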
TbHK1 inh: T. brucei hexokinase 1 inhibition. recombinant TbHK1, G6PDH-coupled NADH A340. inhibition, % at 10 µM. 0.11% of 220,000 active;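 active = inhibition of 50% or more in the single-dose primary screen; inactive = inhibition below 50%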
NCF1 inh: p47phox (human) inhibition | p47phox/p22phox peptide binding, fluorescence polarization, 2 h | inhibition, % at 24.7 µM | 0.53% of 220,000 active;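 active = inhibition above about 30%, limit read from the data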;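 also: 0% = p47phox with labelled peptide and 100% = labelled peptide alone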
Target sequence (P14598 whole entry, looked up): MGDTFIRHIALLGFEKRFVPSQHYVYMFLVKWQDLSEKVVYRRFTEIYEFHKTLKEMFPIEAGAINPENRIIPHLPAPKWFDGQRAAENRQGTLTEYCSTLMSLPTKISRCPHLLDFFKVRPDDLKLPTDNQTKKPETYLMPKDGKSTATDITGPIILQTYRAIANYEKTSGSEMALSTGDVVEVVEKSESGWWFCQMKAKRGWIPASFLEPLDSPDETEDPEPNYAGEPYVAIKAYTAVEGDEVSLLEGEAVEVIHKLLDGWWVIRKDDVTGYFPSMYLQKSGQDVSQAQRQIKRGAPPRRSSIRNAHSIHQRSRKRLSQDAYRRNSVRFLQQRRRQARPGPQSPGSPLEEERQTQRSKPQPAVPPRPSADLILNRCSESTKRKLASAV
BaF3 parental: counter-screen for JAK2V617F inhibitors: parental Ba/F3 viability inhibitors; inhibition, % at 5.6 µM; 1.1% of 220,000 active; CellTiter-Glo ATP luminescence;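 active = inhibition above a per-campaign cutoff, the mean inhibition of all tested compounds plus 3 SD, cut at about 27% in these data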;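 also: 0% = DMSO wells and 100% = JAK Inhibitor I control wells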
Starred values were filed as active, the others as inactive; & = joins results of further samples; [ ] = remark or other dose. This is a subset. The share of hits here may be higher or lower than overall.

Preview, 5 compounds:
What do the screens show for `CCOC(=O)c1sc(NC(=O)c2ccc(Cl)s2)cc1C`?
Ba/F3 V617F tox: -5; PPC-1+TRAIL kill: 14; RBBP9 inhibitor: -2; Furin inh: -32; p97 ATPase inh: 4; EP2 antag: 8; TbHK1 inh: -25; NCF1 inh: -5; BaF3 parental: 1

Results for C/C(=N\NC(=O)C(=O)Nc1cccc(Cl)c1)c1ccncc1 ?
Ba/F3 V617F tox: 0; PPC-1+TRAIL kill: 13; RBBP9 inhibitor: 1; Furin inh: -4; p97 ATPase inh: 2; EP2 antag: 5; TbHK1 inh: 33; NCF1 inh: -1; BaF3 parental: 4

How did CCN1CCN(CC(=O)c2c[nH]c3ccc(C)cc23)CC1 do in these assays?
Ba/F3 V617F tox: -3; PPC-1+TRAIL kill: 1; RBBP9 inhibitor: -8; Furin inh: -14[20 µM]; p97 ATPase inh: -2; EP2 antag: 4; TbHK1 inh: -9; NCF1 inh: -7; BaF3 parental: 2

Results for COC(=O)c1ccc(/C=C2/SC(=S)N(CCCC(=O)Nc3ccccn3)C2=O)cc1 ?
Ba/F3 V617F tox: -1; PPC-1+TRAIL kill: 20; RBBP9 inhibitor: -5; Furin inh: -22; p97 ATPase inh: 5; EP2 antag: 13; TbHK1 inh: -9; NCF1 inh: -6; BaF3 parental: 8

Results for CCOc1ccc(CCNC(=O)CCc2nc(-c3ccc(OC)cc3)no2)cc1OCC ?
Ba/F3 V617F tox: 2; PPC-1+TRAIL kill: 12; RBBP9 inhibitor: 4; Furin inh: -15[20 µM]; p97 ATPase inh: -5; EP2 antag: 14; TbHK1 inh: -8; NCF1 inh: 0; BaF3 parental: 9

All compounds of this part, from the start:
What do the screens show for `CCOC(=O)c1sc(NC(=O)c2ccc(Cl)s2)cc1C`?
Ba/F3 V617F tox: -5; PPC-1+TRAIL kill: 14; RBBP9 inhibitor: -2; Furin inh: -32; p97 ATPase inh: 4; EP2 antag: 8; TbHK1 inh: -25; NCF1 inh: -5; BaF3 parental: 1

Results for C/C(=N\NC(=O)C(=O)Nc1cccc(Cl)c1)c1ccncc1 ?
Ba/F3 V617F tox: 0; PPC-1+TRAIL kill: 13; RBBP9 inhibitor: 1; Furin inh: -4; p97 ATPase inh: 2; EP2 antag: 5; TbHK1 inh: 33; NCF1 inh: -1; BaF3 parental: 4

How did CCN1CCN(CC(=O)c2c[nH]c3ccc(C)cc23)CC1 do in these assays?
Ba/F3 V617F tox: -3; PPC-1+TRAIL kill: 1; RBBP9 inhibitor: -8; Furin inh: -14[20 µM]; p97 ATPase inh: -2; EP2 antag: 4; TbHK1 inh: -9; NCF1 inh: -7; BaF3 parental: 2

Results for COC(=O)c1ccc(/C=C2/SC(=S)N(CCCC(=O)Nc3ccccn3)C2=O)cc1 ?
Ba/F3 V617F tox: -1; PPC-1+TRAIL kill: 20; RBBP9 inhibitor: -5; Furin inh: -22; p97 ATPase inh: 5; EP2 antag: 13; TbHK1 inh: -9; NCF1 inh: -6; BaF3 parental: 8

Results for CCOc1ccc(CCNC(=O)CCc2nc(-c3ccc(OC)cc3)no2)cc1OCC ?
Ba/F3 V617F tox: 2; PPC-1+TRAIL kill: 12; RBBP9 inhibitor: 4; Furin inh: -15[20 µM]; p97 ATPase inh: -5; EP2 antag: 14; TbHK1 inh: -8; NCF1 inh: 0; BaF3 parental: 9

What do the screens show for `CC(C)(C)c1ccc(OCC(=O)N2CCCCCC2)c(Br)c1`?
Ba/F3 V617F tox: 0; PPC-1+TRAIL kill: -2; RBBP9 inhibitor: -4; Furin inh: -7; p97 ATPase inh: -3; EP2 antag: 16; TbHK1 inh: -1; NCF1 inh: -4; BaF3 parental: 3

Results for CCOc1ccc2cc(C3CC(c4ccco4)=NN3S(C)(=O)=O)c(Cl)nc2c1 (stereo not given) ?
Ba/F3 V617F tox: -2; PPC-1+TRAIL kill: -4; RBBP9 inhibitor: -10; Furin inh: -9; p97 ATPase inh: 5; EP2 antag: 14; TbHK1 inh: -33; NCF1 inh: -60; BaF3 parental: -1

Results for CCOC(=O)Cn1nnc(-c2cccc(OC)c2)n1 ?
Ba/F3 V617F tox: 3; PPC-1+TRAIL kill: 4; RBBP9 inhibitor: -4; Furin inh: -15; p97 ATPase inh: -4; EP2 antag: 9; TbHK1 inh: 3; NCF1 inh: -3; BaF3 parental: 5

What do the screens show for `Cc1ccc(-c2[nH]c3ccccc3c2SCCN)cc1`?
Ba/F3 V617F tox: 0; PPC-1+TRAIL kill: 22; RBBP9 inhibitor: -3; Furin inh: -11; p97 ATPase inh: 9; EP2 antag: 19; TbHK1 inh: -14; NCF1 inh: -25; BaF3 parental: -2

Results for COC(=O)c1cn(NC(=O)Cc2cccc(C(F)(F)F)c2)c(=O)c2ccccc12 ?
Ba/F3 V617F tox: 0; PPC-1+TRAIL kill: 5; RBBP9 inhibitor: -8; Furin inh: -22; p97 ATPase inh: 3; EP2 antag: 13; TbHK1 inh: -2; NCF1 inh: -7; BaF3 parental: 4

Results for CCOC(=O)N1CCN(c2c(N3CCC(N4CCCCC4)CC3)c(=O)c2=O)CC1 ?
Ba/F3 V617F tox: -4; PPC-1+TRAIL kill: 13; RBBP9 inhibitor: -2; Furin inh: -10; p97 ATPase inh: 0; EP2 antag: 10; TbHK1 inh: -11; NCF1 inh: -3; BaF3 parental: 2

Results for CCOC(=O)c1nnn(-c2nonc2N)c1CS(=O)(=O)c1ccccc1 ?
Ba/F3 V617F tox: 2; PPC-1+TRAIL kill: 8; RBBP9 inhibitor: -3; Furin inh: -10[20 µM]; p97 ATPase inh: -2; EP2 antag: 15; TbHK1 inh: -1; NCF1 inh: 4; BaF3 parental: -2

What do the screens show for `CCOc1ncccc1C(=O)NCCN1C(=O)S/C(=C/c2cccs2)C1=O`?
Ba/F3 V617F tox: 3; PPC-1+TRAIL kill: -1; RBBP9 inhibitor: -1; Furin inh: -18; p97 ATPase inh: 3; EP2 antag: 10; TbHK1 inh: -11; NCF1 inh: -2; BaF3 parental: 6

What do the screens show for `CN(C)CCCNS(=O)(=O)c1cc(Cl)ccc1Cl`?
Ba/F3 V617F tox: -1; PPC-1+TRAIL kill: 3; RBBP9 inhibitor: -2; Furin inh: -9; p97 ATPase inh: -2; EP2 antag: 6; TbHK1 inh: -4; NCF1 inh: -7; BaF3 parental: 0

What do the screens show for `CCOC(=O)Cn1c(=NC(=O)c2ccc([N+](=O)[O-])s2)sc2ccccc21`?
Ba/F3 V617F tox: -1; PPC-1+TRAIL kill: 4; RBBP9 inhibitor: -7; Furin inh: -14; p97 ATPase inh: -1; EP2 antag: 8; TbHK1 inh: -12; NCF1 inh: 10; BaF3 parental: 9

What do the screens show for `CC1Cc2nc(SCC(=O)Nc3nccs3)n(C)c(=O)c2S1` (stereo not given)?
Ba/F3 V617F tox: 0; PPC-1+TRAIL kill: -11; RBBP9 inhibitor: -9; Furin inh: -9; p97 ATPase inh: 2; EP2 antag: 12; TbHK1 inh: -20; NCF1 inh: 2; BaF3 parental: 3

What do the screens show for `CCn1c(SCC(=O)N2CCN(c3ccccc3F)CC2)nnc1-c1ccoc1C`?
Ba/F3 V617F tox: 0; PPC-1+TRAIL kill: 30; RBBP9 inhibitor: -10; Furin inh: -19; p97 ATPase inh: -8; EP2 antag: 8; TbHK1 inh: -4; NCF1 inh: -6; BaF3 parental: 2

What do the screens show for `COc1ccc(CNCC(=O)Nc2ccccc2-n2cccc2)cc1`?
Ba/F3 V617F tox: 1; PPC-1+TRAIL kill: 27; RBBP9 inhibitor: -2; Furin inh: -22; p97 ATPase inh: -3; EP2 antag: 4; TbHK1 inh: -3; NCF1 inh: -7; BaF3 parental: 2

Results for Cc1cc(C)n(C(=O)c2ccccc2[N+](=O)[O-])n1 ?
Ba/F3 V617F tox: 0; PPC-1+TRAIL kill: -5; RBBP9 inhibitor: -9; Furin inh: -3; p97 ATPase inh: 1; EP2 antag: 4; TbHK1 inh: 0; NCF1 inh: -3; BaF3 parental: -1

Results for CNC(=O)CN1C(=O)c2ccccc2S1(=O)=O ?
Ba/F3 V617F tox: 4; PPC-1+TRAIL kill: 30; RBBP9 inhibitor: -10; Furin inh: -18; p97 ATPase inh: -7; EP2 antag: 14; TbHK1 inh: 0; NCF1 inh: -9; BaF3 parental: 4

Results for Cc1cccc(NC(=S)N2N=CCC2c2ccccc2)c1 (stereo not given) ?
Ba/F3 V617F tox: -2; PPC-1+TRAIL kill: 9; RBBP9 inhibitor: -6; Furin inh: -18[20 µM]; p97 ATPase inh: 1; EP2 antag: 14; TbHK1 inh: 3; NCF1 inh: -20; BaF3 parental: 4

What do the screens show for `S=c1[nH]nc(-c2ccccc2)n1/N=C/c1c[nH]c2ccccc12`?
Ba/F3 V617F tox: -3; PPC-1+TRAIL kill: 26; RBBP9 inhibitor: -1; Furin inh: -26; p97 ATPase inh: 7; EP2 antag: 3; TbHK1 inh: -8; NCF1 inh: -22; BaF3 parental: 1

What do the screens show for `COC(=O)c1cn(C(=O)c2cccs2)c2ccccc12`?
Ba/F3 V617F tox: 0; PPC-1+TRAIL kill: -5; RBBP9 inhibitor: 1; Furin inh: -16[20 µM]; p97 ATPase inh: 1; EP2 antag: 6; TbHK1 inh: 2; NCF1 inh: 9; BaF3 parental: 1

What do the screens show for `CN(C)C(=O)N1CCC(C(=O)NCc2ccccc2)CC1`?
Ba/F3 V617F tox: 2; PPC-1+TRAIL kill: 33; RBBP9 inhibitor: 1; Furin inh: -22; p97 ATPase inh: 1; EP2 antag: 11; TbHK1 inh: -4; NCF1 inh: -12; BaF3 parental: 5

How did Cc1occc1-c1nnc(SCC(=O)N2CCN(c3ccccc3F)CC2)n1C do in these assays?
Ba/F3 V617F tox: 0; PPC-1+TRAIL kill: -9; RBBP9 inhibitor: -4; Furin inh: -11; p97 ATPase inh: -5; EP2 antag: 7&8; TbHK1 inh: -1; NCF1 inh: -1; BaF3 parental: 5

How did O=C(CSc1nncs1)Nc1ccc2c(c1)OCCO2 do in these assays?
Ba/F3 V617F tox: -3; PPC-1+TRAIL kill: 16; RBBP9 inhibitor: -8; Furin inh: -12[20 µM]; p97 ATPase inh: -2; EP2 antag: 13; TbHK1 inh: -10; NCF1 inh: -5; BaF3 parental: 4

Results for Cn1cnnc1SCC(=O)NCCC(c1ccccc1)c1ccccc1 ?
Ba/F3 V617F tox: -2; PPC-1+TRAIL kill: 11; RBBP9 inhibitor: -1; Furin inh: -8[20 µM]; p97 ATPase inh: 2; EP2 antag: 9; TbHK1 inh: 5; NCF1 inh: -6; BaF3 parental: 5

How did COC(=O)C(Cc1ccc(O)cc1)NC(=O)C12CC3CC(CC(C3)C1)C2 (stereo not given) do in these assays?
Ba/F3 V617F tox: 2; PPC-1+TRAIL kill: 22; RBBP9 inhibitor: -10; Furin inh: -14; p97 ATPase inh: -3; EP2 antag: 7; TbHK1 inh: 2; NCF1 inh: 7; BaF3 parental: -1

Results for Cc1nn(C(=O)c2ccco2)c(C)c1Sc1ccc([N+](=O)[O-])cc1 ?
Ba/F3 V617F tox: -4; PPC-1+TRAIL kill: 26; RBBP9 inhibitor: -2; Furin inh: -2; p97 ATPase inh: 3; EP2 antag: 14; TbHK1 inh: 0; NCF1 inh: -11; BaF3 parental: -1
